ABHD5 PLIN5 PPI = blocks binding of human ABHD5 to perilipin-5 | Q00G26+Q8WTS1 | Split G. princeps luciferase complementation, luminescence, 4 h | inhibition, % at 4 µM | 0.78% of 360,000 active | AID 602281;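 active means inhibition above the mean inhibition across every tested compound plus 3 SD, cut at about 22% in these data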;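 further: 0% = DMSO only wells and the 100% control is not disclosed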
Cardio protect = modulators protecting cardiomyocytes from myocardial damage. H9c2 cardiomyocytes, H2O2 injury protection, ATPLite, 2 h. protection from H2O2 cell death, % at 20 µM. 0.63% of 360,000 active;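 active means compounds giving at least 50% protection of heart cells from peroxide-induced death in the single-dose screen, raw or plate-pattern-corrected value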;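 further: 0% = DMSO wells with peroxide and 100% = DMSO wells without peroxide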
MC4R antagonist = antagonists of human melanocortin 4 receptor (MC4R). P32245. MC4R-expressing cells, MTII-stimulated cAMP, LANCE TR-FRET. inhibition, % at 6.5 µM. 0.48% of 360,000 active. AID 540295;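 active means inhibition above its plate's cutoff, the mean of tested wells on that plate plus 3 SD, cut at about 29% in these data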;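 further: 0% = Melanotan II alone and 100% = Melanotan II plus saturating MCL0020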
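system = U2OS cells with stable human MC4R expression | also added = Melanotan II challenge after compound preincubation | dosing = one concentration, 6.5 µM nominal | incubation = compound 30 min, challenge 1 h, detection 1 h | measured by = TR-FRET with Eu-cAMP and labeled anti-cAMP, 671 nm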
ABCB6 inh MLPCN = human ABCB6 transporter inhibition; fluorescence ratio to DMSO, % at 10 µM; K562-ABCB6 porphyrin accumulation, flow cytometry, 1 h; hits give low values; 0.19% of 360,000 active;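 active means fluorescence ratio to DMSO below 75%, the collection mean minus 3 SD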;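 further: signal is porphyrin accumulated inside mitochondria; 100% equals median channel fluorescence of DMSO control wells; lower ratio means ABCB6 inhibition with less porphyrin fluorescence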
m5-HT2A agonist = activates the mouse 5-HT2A serotonin receptor; AID 624169; CHO-K1 mHTR2A beta-arrestin complementation, luminescence; percent of 30 µM serotonin response; 0.66% of 360,000 active; P35363; activation, % at 7.6 µM;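 active means activation above a run cutoff, the mean activation of all tested compounds plus 3 SD, cut at about 14% in these data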;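 further: 0% = plate median of compound wells and 100% = 30 µM serotonin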
SRC2 inh = inhibits human steroid receptor coactivator 2. inhibition, % at 9 µM. Q15596. HEK293 GAL4-SRC2 luciferase reporter, luminescence. 0.17% of 370,000 active. AID 651957;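 active means inhibition above the mean inhibition of all tested compounds plus 3 SD, set per campaign, cut at about 52% in these data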;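 further: 0% = DMSO treated cells and 100% = cells given Gossypol at 36 µM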
Target sequence (Q15596 whole entry, looked up, the tested form may be a part): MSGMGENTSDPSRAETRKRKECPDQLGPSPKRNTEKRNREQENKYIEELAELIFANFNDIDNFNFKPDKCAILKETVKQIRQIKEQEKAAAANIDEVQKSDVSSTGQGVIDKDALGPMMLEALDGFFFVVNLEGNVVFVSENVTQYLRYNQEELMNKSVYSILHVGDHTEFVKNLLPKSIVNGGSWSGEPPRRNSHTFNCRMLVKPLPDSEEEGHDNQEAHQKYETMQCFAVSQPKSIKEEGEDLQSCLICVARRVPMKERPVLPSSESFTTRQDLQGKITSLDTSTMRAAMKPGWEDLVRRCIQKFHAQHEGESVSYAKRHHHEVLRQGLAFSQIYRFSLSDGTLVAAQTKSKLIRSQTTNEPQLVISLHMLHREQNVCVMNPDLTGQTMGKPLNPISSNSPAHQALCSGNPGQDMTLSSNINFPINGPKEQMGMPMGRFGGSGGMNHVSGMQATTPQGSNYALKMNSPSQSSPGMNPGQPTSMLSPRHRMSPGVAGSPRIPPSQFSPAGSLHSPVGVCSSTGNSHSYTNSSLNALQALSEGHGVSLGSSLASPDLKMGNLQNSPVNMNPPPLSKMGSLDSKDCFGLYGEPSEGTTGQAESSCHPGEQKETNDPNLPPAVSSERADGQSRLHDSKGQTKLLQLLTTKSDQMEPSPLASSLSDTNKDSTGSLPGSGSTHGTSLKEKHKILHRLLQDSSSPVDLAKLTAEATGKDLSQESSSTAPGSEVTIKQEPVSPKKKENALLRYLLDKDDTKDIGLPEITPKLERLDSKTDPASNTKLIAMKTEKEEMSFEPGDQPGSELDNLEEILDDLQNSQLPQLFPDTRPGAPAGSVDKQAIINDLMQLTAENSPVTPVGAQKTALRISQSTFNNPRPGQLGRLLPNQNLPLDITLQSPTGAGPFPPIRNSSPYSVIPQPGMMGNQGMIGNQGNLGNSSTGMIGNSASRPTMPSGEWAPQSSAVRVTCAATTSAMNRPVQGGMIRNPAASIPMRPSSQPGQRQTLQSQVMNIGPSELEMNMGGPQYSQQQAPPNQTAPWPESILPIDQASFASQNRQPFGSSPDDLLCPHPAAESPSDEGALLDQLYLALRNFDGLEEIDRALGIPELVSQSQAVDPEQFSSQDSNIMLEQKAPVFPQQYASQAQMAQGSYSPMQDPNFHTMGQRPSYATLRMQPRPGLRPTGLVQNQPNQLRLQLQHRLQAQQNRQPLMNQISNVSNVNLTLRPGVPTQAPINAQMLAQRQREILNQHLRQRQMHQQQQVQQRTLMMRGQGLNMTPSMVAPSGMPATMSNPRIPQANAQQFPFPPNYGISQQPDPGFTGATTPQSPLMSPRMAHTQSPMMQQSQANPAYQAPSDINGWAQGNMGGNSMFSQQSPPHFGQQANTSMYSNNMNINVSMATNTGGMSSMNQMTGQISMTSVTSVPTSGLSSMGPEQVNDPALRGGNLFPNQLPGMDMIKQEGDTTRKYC
MC4R ag barr = activates human MC4R beta-arrestin recruitment; 0.98% of 360,000 active; P32245; activation, % at 8.9 µM; U2OS MC4R beta-arrestin complementation, luminescence; percent of melanotan II response, DMSO zero;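 active means activation above a per-plate cutoff, the mean activation of sample wells on that plate plus 3 SD, cut at about 8% in these data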
TLR9-MyD88 block = inhibitors of human TLR9-MyD88 binding. AID 504734. CHO BLA complementation TLR9-MyD88, CCF4 FRET ratio. inhibition, % at 4.98 µM. 0.21% of 340,000 active. Q9NR96+Q99836;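 active means inhibition above the mean over all tested compounds plus 3 SD, cut at about 21% in these data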;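 further: 0% = DMSO only wells and 100% = clavulanate BLA inhibitor control wells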
NOD2-RIPK2 inh = blocks binding of human NOD2 to RIPK2. O43353. CHO BLA complementation NOD2-RIPK2, CCF4 ratio. inhibition, % at 4.98 µM. 0.38% of 360,000 active; in the data active means inhibition above about 21%;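 further: 0% = vehicle only and 100% = reference blocker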
Glyco luc inh = N-linked glycosylation inhibition | D54 ERlucT glycosylation luciferase reporter, 24 h; percent of 100 nM tunicamycin response | reporter increase, % at 12.5 µM | 0.23% of 360,000 active | AID 588692;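 active means mean luciferase reporter signal, scaled so untreated is 0 and the glycosylation-blocking control 100, at or above a set limit in every replicate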;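 further: luciferase carries N-glycosylation sites so blocking glycosylation raises the light; 0% = median of neutral control wells and 100% = median of 100 nM tunicamycin wells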
An asterisk follows results filed as active; · = not tested or not shown.

SMILES	ABHD5 PLIN5 PPI	Cardio protect	MC4R antagonist	ABCB6 inh MLPCN	m5-HT2A agonist	SRC2 inh	MC4R ag barr	TLR9-MyD88 block	NOD2-RIPK2 inh	Glyco luc inh
CC1(C)[C@@H](O)CC[C@]2(C)[C@H]3C(=O)C=C4[C@@H]5C[C@@](C)(C(=O)O)CC[C@]5(C)CC[C@@]4(C)[C@]3(C)CC[C@@H]12	9	-20	8	88	-7	-2	-1.2	0	-17	2
CCOc1ccccc1NC(=O)CSc1nc(N)c(C#N)cc1C#N	3	-4	9	95	-1	17	5.1	-2	-5	-2
CCCc1nnc(NC(=O)CCC(=O)N2CCN(C3CCCC3)CC2)s1	-4	2	15	105	1	-10	-0.8	0	-6	1
O=C1CN(C(=O)COC(=O)c2cc(Cl)ccc2[N+](=O)[O-])c2ccccc2N1	1	8	1	99	3	-5	0.5	-9	1	1
CC1CCCN(c2c3c(nc4ccccc24)CCCC3)C1 (centres undefined)	0	-18	14	92	1	30	1.5	1	2	-4
COC(=O)[C@@]1(Cc2ccc(F)cc2)[C@H]2c3cc(C(=O)N(C)C)n(Cc4cc(F)cc5c4OCOC5)c3C[C@H]2CN1C(=O)c1ccccc1	7	·	·	241	3	-6	·	·	-4	·
COc1ccc(NC(=O)Cn2cnc3c(oc4nc5c(cc43)COC(C)(C)C5)c2=O)cc1	6	9	0	101	6	-29	-0.6	-11	2	-1
Cc1nnc(SCC(=O)Nc2nc(C(C)(C)C)cs2)s1	0	-3	9	97	-1	10	-0.8	-4	3	0
CCCC1(c2ccccc2)NC(=O)N(CC(=O)NCC2COc3ccccc3O2)C1=O (centres undefined)	-2	2	-3	98	-4	2	-1.4	3	6	0
S=C(NCC1CCCO1)Nc1cc(Cl)c(Cl)cc1Cl (centres undefined)	7	-4	21	98	2	2	-3.1	-3	3	0
Cc1nc(SCc2ccc(Cl)c(Cl)c2)n[nH]1	2	3	-8	95	-2	0	-1.8	3	8	2
C[C@H](CO)N1C[C@H](C)[C@H](CN(C)C(=O)c2ccccn2)Oc2cc(C#Cc3ccc(F)cc3)ccc2S1(=O)=O	-1	4	9	94	-3	-3	3.0	-6	5	-1
CCCCCCC1(C)NC(=S)N(c2ccccc2)N1 (centres undefined)	-6	-2	28	101	2	0	0.9	-9	-1	4
CCOC(=O)C1(Cc2cccc(F)c2)CCN(C(=O)c2cnccn2)CC1	1	7	-5	96	6	-4	-2.3	-1	-10	1
COc1ccc(-c2cc(C(=O)N(C)Cc3cccc(OC)c3OC)c3ccccc3n2)cc1OC	11	29	25	99	4	-8	2.2	0	-6	-2
CC1(C)Cc2cccc(OCC(=O)NC3CC3)c2O1	-13	0	0	101	-2	-14	-1.8	-1	3	2
CCc1nc2c(oc3ccccc32)c(=O)[nH]1	-6	2	4	99	-1	-48	-1.5	0	-12	1
Nc1nonc1-n1nnc(C(=O)N/N=C/c2cccnc2)c1CSc1ccc(Cl)cc1	-4	21	2	87	-5	-1	0.1	3	-11	1
CN1CCN(C(=O)c2ccc(CNS(=O)(=O)c3ccc(F)c(Cl)c3)cc2)CC1	0	5	1	102	-2	21	-1.0	16	0	1
O=C(NCc1ccco1)C1CCN(c2nc3ccccc3n2Cc2ccc(F)cc2)CC1	9	9	1	102	-3	5	-1.3	6	-5	0

2 compounds from above with just ABCB6 inh MLPCN.
compound,ABCB6 inh MLPCN
C[C@H](CO)N1C[C@H](C)[C@H](CN(C)C(=O)c2ccccn2)Oc2cc(C#Cc3ccc(F)cc3)ccc2S1(=O)=O,94
Cc1nc(SCc2ccc(Cl)c(Cl)c2)n[nH]1,95

The list continues.
SMILES	ABHD5 PLIN5 PPI	Cardio protect	MC4R antagonist	ABCB6 inh MLPCN	m5-HT2A agonist	SRC2 inh	MC4R ag barr	TLR9-MyD88 block	NOD2-RIPK2 inh	Glyco luc inh
Cc1cccc(S(=O)(=O)Nc2nc3ccccc3nc2OC(C)C)c1	-6	-6	10	105	2	-9	-0.9	7	-6	0
COC(=O)c1cccc(S(=O)(=O)N2CCOCC2)c1	-7	3	2	102	1	-29	-3.0	0	-5	1
O=C(COc1ccccc1)Nc1c(Cl)ccc2nsnc12	-7	0	13	99	11	-1	0.0	4	-11	-3
NC1=NC(=Nc2cccc(S(N)(=O)=O)c2)c2ccccc21	-2	25	15	101	1	5	-1.7	-4	1	1
COc1ccc(OC)c2sc(NC(=O)c3ccc(S(=O)(=O)N(C)C)cc3)nc12	-1	9	12	99	3	-2	2.8	-11	8	7
O=C(CSc1nnc(Cc2cccs2)n1-c1ccc(Cl)cc1)NCc1ccc2c(c1)OCO2	2	2	6	94	0	3	1.6	-6	-6	-2
CCc1nc(SCC(=O)Nc2ccccc2OC)c2c(C)c(C)sc2n1	-1	7	6	102	-5	-16	-2.0	-2	-20	-9
Cc1ccc(C2C(C#N)C(C#N)N3CCCN23)cc1 (centres undefined)	6	4	2	96	-5	-16	-1.6	3	-11	2
COc1ccc(CC(=O)NCC(=O)N/N=C/c2ccc(C)o2)cc1	-8	3	1	99	6	4	0.1	-7	-8	1
CNC(=O)COc1coc(CN2CCN(c3ccccc3OC)CC2)cc1=O	2	-1	-4	105	-4	-8	-1.3	0	0	2
COc1ccccc1CNC(=O)[C@H](C)NC(=O)C1CCN(C(=O)[C@H](CCSC)NC(=O)OC(C)(C)C)CC1	-4	-1	3	102	3	-8	-1.5	4	-3	2
Nc1ncnc(Nc2cccc(Cl)c2Cl)n1	0	4	6	98	5	-11	-2.6	-4	1	3
O=C(O)c1ccc2c(c1)N(Cc1ccccc1)C(=O)c1ccccc1S2	2	7	5	94	1	21	0.7	3	2	0
COc1cc(C(=O)OCC(=O)NC23CC4CC(CC(C4)C2)C3)cc(OC)c1OC	-4	-10	14	99	-3	8	-0.3	-9	-7	1
COc1ccc([C@H]2CC(=O)C=C(c3ccc(F)nc3)C2)cc1OC	6	12	3	99	1	-3	-1.5	2	-4	0
O=C1COc2ccc(C(=O)COC(=O)COc3ccccc3[N+](=O)[O-])cc2N1	3	2	11	98	-4	-6	2.0	0	1	0
COc1ccccc1S(=O)(=O)Nc1ccc2cn[nH]c2c1	-1	8	4	92	8	2	-1.6	0	-12	3
CN(C)c1ccc(NC(=O)c2ccc3nc[nH]c3c2)cc1	1	-4	-15	96	-3	-31	-1.1	2	-2	-3
COc1ccc(OCCn2c(N)nc3ccccc32)cc1	2	-7	-3	98	0	4	0.1	-2	1	-3
Cc1coc2c(C)c3oc(=O)c(CCC(=O)N4CCC(C(=O)NCCCC(=O)O)(c5ccccc5)CC4)c(C)c3cc12	-3	-4	11	97	1	-15	-2.0	-4	1	0

3 of the entries above in order of the ABCB6 inh MLPCN value, lowest first.
compound,ABCB6 inh MLPCN
S=C(NCC1CCCO1)Nc1cc(Cl)c(Cl)cc1Cl (centres undefined),98
CCCc1nnc(NC(=O)CCC(=O)N2CCN(C3CCCC3)CC2)s1,105
COC(=O)[C@@]1(Cc2ccc(F)cc2)[C@H]2c3cc(C(=O)N(C)C)n(Cc4cc(F)cc5c4OCOC5)c3C[C@H]2CN1C(=O)c1ccccc1,241

More results:
SMILES	ABHD5 PLIN5 PPI	Cardio protect	MC4R antagonist	ABCB6 inh MLPCN	m5-HT2A agonist	SRC2 inh	MC4R ag barr	TLR9-MyD88 block	NOD2-RIPK2 inh	Glyco luc inh
O=C(NN=Cc1ccccc1C(=O)O)c1ccc(NS(=O)(=O)c2cccs2)cc1	-2	9	2	93	-1	-31	-2.0	7	-7	1
CCOC(=O)c1c(-c2ccc(C)cc2)cn2ccccc12	-12	-10	0	102	5	20	1.3	-2	-5	0
COc1cccc(CNc2ccc3[nH]c(=O)[nH]c3c2)c1OCc1ccccc1Cl	-1	0	2	98	-3	-1	2.2	-4	-2	-2
CCC1CCCCN1Cc1ccc(N)cc1 (centres undefined)	-14	2	18	91	2	12	-0.7	-4	2	-2
CCc1cc2c(=O)n(Cc3ccco3)c(SCC(=O)N3CCCc4ccccc43)nc2s1	12	8	12	91	1	-8	-2.2	12	-8	3
CC(C)c1cc(CN2CCN(Cc3ccc(F)c(F)c3)C(CCO)C2)[nH]n1 (centres undefined)	4	0	13	91	-7	-5	-0.1	-10	-5	2
CCOC(=O)C1=C(CSc2nc3ccccc3s2)NC(=O)NC1c1cc(C)ccc1C (centres undefined)	-8	-6	4	96	6	5	2.2	-9	-7	-5
COc1ccc(C(C(=O)NC2CCCCC2)N(C(=O)CCl)c2ccccc2Cl)cc1 (centres undefined)	0	-5	-2	95	3	8	0.0	-20	4	2
CCn1ccnc1CNC(=O)CC1C(=O)NCCN1Cc1ccccc1F (centres undefined)	-2	0	10	101	9	-16	-3.4	2	20	0
CCN1CCN(C(=O)/C=C/c2c(F)cccc2Cl)CC1	2	2	6	97	2	-38	-1.6	11	0	-2
Nc1ccc(C(=O)N2CCCC2)cc1CS(=O)(=O)c1ccc(Cl)cc1	0	13	3	90	-1	8	-0.5	-2	-4	-1
CN(C)c1nc(N(C)C)n(Cc2c(Cl)cccc2Cl)n1	-2	12	3	105	25*	3	1.5	8	7	-2
COc1cccc(C(=O)NCCS(=O)(=O)NC(C)CCc2ccccc2)c1 (centres undefined)	3	8	5	97	-5	3	-2.2	8	10	-1
CCOC(=O)C(NCc1ccc(F)cc1)(NC(=O)c1ccccc1)C(F)(F)F (centres undefined)	1	8	4	92	4	5	2.5	-1	-8	·
O=C(NCc1cccs1)c1ccc(S(=O)(=O)N2CCOCC2)cc1	-3	0	0	95	0	1	-0.8	5	5	4
COc1ccc(-c2nn(C)c(=O)c3ccccc23)cc1NC(=O)COc1ccccc1	-3	5	-1	95	0	16	-0.1	1	-3	2
CC1(c2ccncc2)Nc2ccccc2-c2nc3ccccc3n21 (centres undefined)	-3	-4	1	93	1	-52	-0.5	5	-6	0
CCOC(=O)N1CCN(C(=O)CCCn2nc(C)c3sc4ccccc4c3c2=O)CC1	12	18	-5	88	8	4	4.6	2	-8	1
CCCC(=O)Nc1ccccc1NC(=O)c1ccc2c(c1)OCO2	-7	1	4	105	9	11	-0.8	1	-9	0
O=C(c1cc2cccc([N+](=O)[O-])c2oc1=O)N1CCOCC1	0	-1	5	96	-2	5	-0.8	-3	-16	2
CN(CC(=O)Nc1ccc(F)c(F)c1F)C(=O)c1cc(-c2ccncc2)nc2ccccc12	-8	26	5	102	-2	29	0.5	-9	-1	4
COC(=O)C[C@H]1C[C@H]2c3cc(NC(=O)C4CCC4)ccc3O[C@H]2[C@H](CO)O1	6	16	4	99	2	-19	-2.1	7	-16	1
O=C(N1CCOCC1)N1CCN(CC(O)COc2ccc3ccccc3c2)CC1 (centres undefined)	6	-1	-1	91	3	-14	-1.6	4	-3	-1
CN1CCN(c2ccc(NC(=O)COc3ccccc3Cl)cc2)CC1	1	7	-2	102	1	-8	-0.6	-1	2	-1
CC(C)(C)n1nnnc1C(c1cc2ccccc2o1)N1CCOCC1 (centres undefined)	-2	·	·	100	7	-3	·	·	-11	·
COc1ccc(-c2noc(CNC(=O)CCCN3C(=O)[C@H]4CC=CC[C@H]4C3=O)n2)cc1	-1	0	5	107	8	-17	-0.1	-10	-12	2
O=C(COC(=O)c1cnc(Cl)c(Cl)c1)NCCC1=CCCCC1	0	-3	38*	97	1	-5	-2.4	-8	-15	-3

Bioassay records as filed in PubChem BioAssay.

The list is partial. The share of hits here may be higher or lower than overall.
